# LDHA inh: inhibitors of human lactate dehydrogenase A | purified LDHA, NADH/diaphorase-resazurin fluorescence; active compounds read low | activity change, % (values are at about 110 or 230 µM) | P00338 | actives 0.15% (n = 480,000); in the data active means activity change below about -30%; inconclusive means mostly about -25% to -30%;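 further: plate controls were DMSO wells for no effect and wells without enzyme for full effect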
#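 Enzyme activity of human lactate dehydrogenase 5 (2 nM; 0.06 mM NADH, 0.2 mM pyruvate, 5 min, RT) is measured via a resazurin/diaphorase fluorescence readout of residual NADH.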
# Vif-APOBEC3F blk: blocks the Vif interaction with APOBEC3F; HeLa A3F-eYFP + Vif (tagged APOBEC3F with the HIV-1 protein that degrades it), YFP fluorescence increase; actives 0.2% (n = 390,000); Potency, µM (series often up to 46.1 µM), inactives show top-dose activity, negative = active; further: potency means the concentration at half of the fitted maximal effect; % of control where 0% means no effect; nearly all actives have a fitted effect of over 65% in size
#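 Fluorescence increase (Ex 488/Em 500-530) after overnight compound treatment at 37 deg C flags inhibition of Vif-driven A3F-eYFP loss in stable HeLa A3F-eYFP/Vif cells seeded overnight beforehand.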
# Vif-APOBEC3G blk: inhibitors of Vif-APOBEC3G interaction; Q9HC16; HeLa A3G-eYFP + Vif (tagged APOBEC3G with the HIV-1 protein that degrades it), YFP fluorescence, overnight; Potency, µM (highest dose often 46.1 µM), for inactives: at the highest dose activity, negative = active, hits mostly inhibitors; actives 0.076% (n = 410,000); AID 602310;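 further: potency means the concentration at half of the fitted maximal effect; on the % scale 0 is the no-effect control and ±100 the full control effect; nearly all actives have a fitted effect of over 60% in size; hits raise eYFP signal because A3G escapes Vif-driven loss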
#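 HeLa cells stably expressing Vif and C-terminally eYFP-tagged A3G, seeded overnight at 37 deg C, then exposed to compound by pintool overnight at 37 deg C. Rise in yellow fluorescence (Ex 488/Em 500-530, Acumen) marks blocked Vif-driven A3G degradation.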
# RXFP1 agonist: activates the human relaxin receptor RXFP1; Q9HBX9; HEK293T-RXFP1 cAMP TR-FRET, 30 min; response scale: percent of porcine relaxin response, buffer zero; Potency, µM (titrated, usually from 57.5 µM), without a hit: at the highest dose activation, hits mostly activators; actives 0.3% (n = 370,000); AID 2676; further: potency means the concentration at half of the fitted maximal effect; on the % scale 0 is the no-effect control and ±100 the full control effect; nearly all actives have a fitted effect of over 60% in size; many of its hits are not listed in these tables
#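 HEK293 cells stably expressing RXFP1, treated 30 min at 37C with compounds plus PDE4 inhibitor Ro 20174; cAMP measured by HTRF TR-FRET. Normalized to buffer and 29 nM porcine relaxin; EC50 by Hill fit.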
# PI4K2A inh: blocks human PI4K2A kinase activity; purified PI4K2A, ADP-Glo luminescence, 1 h; active compounds read low; actives 0.13% (n = 420,000); Q9BTU6; activity change, negative = inhibition, % at 76.9 µM; AID 1346378; in the data active means activity change below about -50%; inconclusive means mostly about -30% to -49%;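 further: -100% = wells without enzyme as full effect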
# Target sequence (Q9BTU6 whole entry, looked up): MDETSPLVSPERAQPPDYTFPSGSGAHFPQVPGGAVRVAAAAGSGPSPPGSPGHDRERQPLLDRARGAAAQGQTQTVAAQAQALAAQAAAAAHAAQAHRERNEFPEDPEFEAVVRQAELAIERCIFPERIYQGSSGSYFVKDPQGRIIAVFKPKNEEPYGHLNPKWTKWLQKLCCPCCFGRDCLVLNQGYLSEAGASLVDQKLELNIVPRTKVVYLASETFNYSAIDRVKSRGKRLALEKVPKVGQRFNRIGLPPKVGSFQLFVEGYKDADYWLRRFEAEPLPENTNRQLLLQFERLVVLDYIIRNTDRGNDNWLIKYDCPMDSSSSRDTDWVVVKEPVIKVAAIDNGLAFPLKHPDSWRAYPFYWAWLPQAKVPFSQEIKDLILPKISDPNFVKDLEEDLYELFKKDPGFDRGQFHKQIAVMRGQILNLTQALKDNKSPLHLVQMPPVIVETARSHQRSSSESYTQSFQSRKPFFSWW
#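 In this quantitative HTS, ADP production by PI4K2A was quantified luminescently after 1 h at ambient temperature; 100 microM adenosine served as plate-quality control.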
# USP1-UAF1 inh: blocks the human USP1/UAF1 deubiquitinase complex. recombinant USP1/UAF1, Ub-Rhodamine cleavage fluorescence. AID 743255. actives 0.23% (n = 390,000). Potency, µM (series often up to 57.1 µM), inactives show at the top dose activity change, negative = inhibition, usual class: inhibitors. O94782; further: potency means the concentration at half of the fitted maximal effect; on the % scale 0 is the no-effect control and ±100 the full control effect; nearly all actives have a fitted effect of over 60% in size; inactives centre near -12
#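 In this screen, compounds sit with the deubiquitinase complex (1nM) for 15 min at room temperature before Ub-Rho is added at 150nM final. Fluorescence rise is then followed for 6 reads every 60 seconds.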
# Glioma ERSR ind: ER stress response induction in glioma | Potency, µM, for inactives: at the highest dose activation, usual class: activators | U87-MG GRP78 promoter luciferase reporter, 16 h | actives 0.02% (n = 420,000) | AID 602332; further: potency means the concentration at half of the fitted maximal effect; series mostly up to about 76 µM; % of control where 0% means no effect; nearly all actives have a fitted effect of over 35% in size
#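 ERSR induction read as luciferase luminescence (Bright-Glo, 10 min at room temperature) in stably transfected human U87-MG glioma cells exposed to compounds for 16 h, using GRP78 as sensor.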
# IDH1 R132H inh: blocks human mutant IDH1 R132H enzyme. O75874. IDH1-R132H enzyme, NADPH consumption, diaphorase/resazurin fluorescence. Potency, µM (titrated, usually from 76.6 µM), inactives show at the highest dose activity change, negative = inhibition, hits mostly inhibitors. actives 0.093% (n = 390,000); further: potency means the concentration at half of the fitted maximal effect; on the % scale 0 is the no-effect control and ±100 the full control effect; nearly all actives have a fitted effect of over 65% in size
# Target sequence (O75874 whole entry R132H, stated change not applied): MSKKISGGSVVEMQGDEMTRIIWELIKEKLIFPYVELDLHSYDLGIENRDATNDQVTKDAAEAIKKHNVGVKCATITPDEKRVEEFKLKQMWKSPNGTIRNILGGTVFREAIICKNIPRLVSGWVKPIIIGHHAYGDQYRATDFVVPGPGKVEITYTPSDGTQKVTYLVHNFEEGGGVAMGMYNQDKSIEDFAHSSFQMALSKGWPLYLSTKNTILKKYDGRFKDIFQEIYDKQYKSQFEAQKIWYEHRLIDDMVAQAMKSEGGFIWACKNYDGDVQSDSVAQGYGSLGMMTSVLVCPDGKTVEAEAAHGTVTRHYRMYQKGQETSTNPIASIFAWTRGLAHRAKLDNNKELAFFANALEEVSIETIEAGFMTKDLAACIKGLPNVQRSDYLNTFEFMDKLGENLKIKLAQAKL
#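 IDH1-R132H (0.5 ug/mL) preincubated 30 min with compound, then NADPH (0.016 mM) and alpha-KG (2 mM) added; 80 min at RT, pH 7.5. Remaining NADPH coupled via diaphorase/resazurin to fluorescence (540/590 nm); concentration-response curves normalized to no-enzyme control.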
# TrxR1 substrate: substrates of rat thioredoxin reductase 1; O89049; purified TrxR1 substrate turnover, NADPH consumption readout; actives 0.01% (n = 390,000); Potency, µM (titrated, usually from 114 µM), for inactives: top-dose activity change, negative = substrate turnover; AID 588456; further: potency means the concentration at half of the fitted maximal effect; on the % scale 0 is the no-effect control and ±100 the full control effect; nearly all actives have a fitted effect of over 50% in size
#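 Rat TrxR1, dispensed at 90 nM, was prereduced with 400 uM NADPH (final) for 5 min at ~22 deg C, then incubated with compound 15 min before 400 uM selenite. A first-read NADPH fluorescence drop versus no-compound background flagged substrates.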
# * = called active by the depositor; ? = inconclusive; / = no result given; & = joins results of further samples; [ ] = remark or other dose. Unless noted, the call rests on the fitted dose curve; in most records, active means well fitted curve in the direction sought with a large enough effect; inconclusive means small, poorly fitted or top-dose-only effect, or another doubt; inactive means no such curve, though single readings can be large; an effect the other way counts as inactive or inconclusive. Some of the compounds tested; count on the stated rates, not on these rows.
SMILES,LDHA inh,Vif-APOBEC3F blk,Vif-APOBEC3G blk,RXFP1 agonist,PI4K2A inh,USP1-UAF1 inh,Glioma ERSR ind,IDH1 R132H inh,TrxR1 substrate
COc1cccc(N2CCN(C(c3ccccn3)c3nnnn3C(C)(C)C)CC2)c1 (configuration not stated),0,-7%,-7%,-0.4%,-11,-8%,-2%,-4%,7%
Clc1ccc(C2=Nn3c(Cn4nnc5ccccc54)nnc3SC2)cc1,-7,-15%,-1%,14%,1,-22%,-4%,-2%,9%[57.1 µM]
Nc1nnc(CSCc2ccc(Cl)cc2)s1,-11,-3%,2%,1.2%,-3,-13%,1%,-4%,-10%
Cc1nnsc1Sc1cccc(C(F)(F)F)c1,-5,-8%,-6%,0.7%,0,-13%,-2%,0%,-5%
O=C(NC1CC1)c1cc(Cl)nc2ccccc12,-11,5%,0%,2.1%,2,-3%,2%,-5%,0%[57.1 µM]
FC(F)(F)c1cc(-c2ccccc2)nc(NCC2CCCO2)n1 (configuration not stated),15,-1%,0%,0.1%,0,-14%,-2%,4%,3%
COCCCNC(=O)Cn1nnc(-c2ccc(NC(=O)c3ccc(F)cc3)cc2)n1,-2,-8%,0%,0.3%,-4,?,4%,0%,7%
Cc1ccccc1C(=O)Nc1nnc(CC(=O)N/N=C/c2ccncc2)s1,-11,2%,1%,-0.9%,0,-11%,-2%,1%,2%
CCOC(=O)C1(C)CCN1C(=O)c1ccc(OC)c(C(F)(F)F)c1 (configuration not stated),-4,/,-1%,/,-3,/,3%,/,/
CN(C)C(=O)c1nnc(Cc2ccc(Cl)cc2)o1,0,-2%,-1%,0.0%,1,-22%,-6%,-4%,1%[57.1 µM]
COC(=O)c1ccc(/C=N\NC(=O)c2c(C)nc3ccc(Cl)cn23)cc1,-6,2%,-1%,0.0%,3,-8%,-1%,6%,-2%
COc1ccc(OC)c(NC(=O)c2cc(S(=O)(=O)N3CCCCC3)c[nH]2)c1,-7,-5%,0%,2.9%,-2,-9%,-2%,7%,-2%
N#C/C(=C\c1cccnc1)c1nc2ccccc2[nH]1,7,-5%,?,0.9%,-3,-7%,5%,7%,-13%[57.1 µM]
CC(Cc1ccccc1)Nc1ncnc2c1ncn2C1OC(CO)C(O)C1O (configuration not stated),-9,-2%,-1%,/,-2,-21%,4%,-1%,3%
Cc1ccc(NC(=O)CSc2ccc3nnc(-c4cccnc4)n3n2)cc1,0,6%,-6%,?,-1,-3%,-3%,0%,-7%
S=C(NCc1ccccc1)Nc1ccc2ccccc2c1,0,-22%,1%,7.3%,-1,-22%,?,-5%,7%
Nc1cc(-c2nn[nH]n2)ccc1F,9,5%,1%,-0.1%,-2,0%,-6%,1%,5%[57.1 µM]
O=C(COC(=O)CCOc1ccccc1)Nc1ccc(Cl)cn1,-9,-1%,-1%,0.5%,-1,-11%,0%,-1%,4%[57.1 µM]
CCCn1c(CNC(=O)c2ccc(F)cc2)nc2ccccc21,-4,3%,-1%,-1.2%,0,-23%,-3%,-5%,3%
COc1ccc(-c2[nH]ncc2CNCCc2ncccc2C)cc1F,-8,-2%,0%,-0.9%,-18,-10%,-6%,-6%,3%
COc1cc(OC)cc(-c2noc([C@@H]3O[C@H](CO)[C@@H](O)[C@H]3O)n2)c1,-5,/,-6%,/,-2,/,-4%,/,/
COC(=O)CCCCCCCCCC[N+]1(C)CCCCC1,-21,0%,0%,0.1%,3,-2%,-1%,3%,3%[0.0914 µM]
Cc1nn(-c2ccccc2)c2c1C(=O)N(Cc1ccccc1)C(=O)C(C)(C)C2,4,4%,-2%,1.3%,-2,-21%,-5%,8%,-6%[57.1 µM]
Cc1ccc(S(=O)(=O)N2CCCCC2)cc1NC(=O)C1CCCO1 (configuration not stated),-3,5%,0%,0.0%,2,-12%,-2%,0%,9%
O=C(Cc1ccccc1)N/N=C/c1ccc2c(c1)OCO2,2,5%,-3%,0.6%,-6,-2%,3%,3%,11%
CCOC(=O)/C(C#N)=C1/C=CN(C)C=N1,-7,-10%,4%,0.2%,3,-26%,-2%,0%,-15%
CCC(=O)N/C(=N/c1nc(C)cc(C)n1)Nc1ccc(C)cc1,-10,0%,-4%,-0.2%,2,-12%,4%,-15%,-4%
C/C(=N/OC(=O)C1CC12CCC2)c1ccc(Br)cc1 (configuration not stated),-5,1%,-1%,1.1%,-10,-9%,-6%,2%,8%
CCC(=O)Nc1nnc(S(=O)(=O)N2CCCCCC2)s1,-2&-7,1%&3%,1%&-3%,0.8%&-1.1%,1&-2,?,-5%&-2%,-3%&7%,-2%&-5%
O=C(NNC(=S)Nc1ccc(Br)cc1)c1ccccc1,-5,0%,0%,0.0%,6,-20%,4%,-2%,-2%
CCNc1c(N)c(=O)oc2ccccc12,-3,0%,-1%,-1.6%,8,1%,-3%,2%,10%[57.1 µM]
CC(C)n1c(/N=C/c2ccccc2O)nc2ccccc21,2,-7%,0%,2.7%,-3,-1%,-2%,-4%,-10%[57.1 µM]
CCc1cccc(CC)c1NC(=O)CSc1nc2ccc(N3C(=O)C4C5C=CC(C5)C4C3=O)cc2s1 (configuration not stated),-2,?,-1%,0.5%,-6,-15%,5%,3%,-9%[57.1 µM]
O=C(Cn1c(=O)n(-c2ccccc2)c(=O)n1CC(=O)N1CCCCC1)N1CCCCC1,-13,-9%,2%,0.2%,2,-21%,0%,14%,-1%
CCc1ccc(C(=O)COC(=O)C(CCSC)NC(=O)c2ccccc2)cc1 (configuration not stated),-8,-1%,1%,2.9%,-2,-18%,1%,6%,6%
CC1(N2CCOCC2)C(=O)c2ccccc2C1=O,-6,2%,0%,3.8%,-5,-11%,-6%,7%,0%[57.1 µM]
O=c1[nH]c(-c2ccccc2F)nc2c1sc(=S)n2Cc1ccccc1,0,-2%,1%,0.2%,-5,3%,1%,-8%,-7%
O=C(O)Cn1cnc2c(oc3ccccc32)c1=O,-12,1%,5%,0.3%,0,-2%,-4%,-4%,-2%
C=CCNC(=O)/C(C#N)=C/c1c(N2CCN(c3ccccc3)CC2)nc2c(C)cccn2c1=O,-1,?,-5%,18%,4,-23%,0%,-6%,84%
COCCn1c(SCC(=O)NNC(=O)c2ccccc2)nc2ccccc21,-7,0%,-3%,/,-3,-18%,-2%,-1%,-9%[57.1 µM]
COc1cc(C(O)c2nc(-c3cncnc3)cs2)ccc1F (configuration not stated),-6,/,-3%,/,-3,/,-3%,/,/
CC(=O)NC(CC(=O)OCc1ccc([N+](=O)[O-])cc1)c1ccccc1 (configuration not stated),-5,9%,3%,-1.4%,1,-9%,-5%,2%,2%
CC(=O)Nc1cccc(C(=O)NNC(=O)c2ccccc2-n2cccc2)c1,-4,0%,1%,-0.4%,5,-20%,-5%,11%,0%
COc1ccc(C(=O)N2CCCCC2)cc1S(=O)(=O)Nc1ccccc1,-5,2%,0%,0.6%,0,-2%,-3%,-1%,8%
Cc1[nH]nc2c1/C(=N\O)CCC2,-7,4%,-5%,-1.6%,10,7%,-3%,24%,-4%[57.1 µM]

# Another view of two compounds above:
# Results follow in this order: LDHA inh, Vif-APOBEC3F blk, Vif-APOBEC3G blk, RXFP1 agonist, PI4K2A inh, USP1-UAF1 inh, Glioma ERSR ind, IDH1 R132H inh, TrxR1 substrate
CC(C)n1c(/N=C/c2ccccc2O)nc2ccccc21
→ 2, -7%, 0%, 2.7%, -3, -1%, -2%, -4%, -10%[57.1 µM]
CCc1cccc(CC)c1NC(=O)CSc1nc2ccc(N3C(=O)C4C5C=CC(C5)C4C3=O)cc2s1 (configuration not stated)
→ -2, ?, -1%, 0.5%, -6, -15%, 5%, 3%, -9%[57.1 µM]

# (more compounds)
SMILES,LDHA inh,Vif-APOBEC3F blk,Vif-APOBEC3G blk,RXFP1 agonist,PI4K2A inh,USP1-UAF1 inh,Glioma ERSR ind,IDH1 R132H inh,TrxR1 substrate
CCc1c(C2(O)CCCCC2)[nH]c2cc(C(F)(F)F)ccc12,0,10%,-22%,0.5%,4,-23%,-6%,1%[38.3 µM],-1%
c1ccc(OCCSc2nnc3sc4ccccc4n23)cc1,-1,-4%,-1%,3.4%,-2,1%,-12%,37%[activator],-4%
COc1ccc(N2CCN(C(=O)COC(=O)CCc3ccccc3)CC2)cc1,-3,-2%,-3%,0.3%,0,-15%,-1%,-3%,6%
O=S(=O)(c1cccs1)N1CCc2ccccc2C1,-4,4%,0%,1.9%,61,-10%,-1%,5%,-4%
CCOC(=O)c1cnc(-c2ccccc2)nc1N,-4,-8%,5%,0.0%,-2,3%,4%,2%,-3%
COC(=O)[C@H](CCSC)NC(=O)Cn1cnc2c(NCc3ccccc3)ncnc21,-7,5%,-2%,/,1,-2%,0%,-16%,-6%
CCOc1cc(C#N)ccc1OCC(=O)NNC(=O)CC1CCS(=O)(=O)C1 (configuration not stated),-5,4%,0%,0.6%,-3,-19%,-2%,3%,6%
CCC1CCCCN1CCCNC(=O)CC1Oc2ccc(C)cc2NC1=O (configuration not stated),2,4%,-1%,0.1%,-1,-4%,-6%,11%,4%
N=C(N)SCc1ccc(Cl)cc1Cl,-5&-4,-2%,-14%,-2.7%,-3,0%,-7%,1%,-2%
O=C1CC(c2ccccc2)n2nc(N3C(=O)c4ccccc4C3=O)nc2N1 (configuration not stated),-3,5%,1%,1.4%,6,-5%,-6%,2%,-6%
Cc1ccc(C2CC(=O)c3cnc(N4CCN(c5ccccc5)CC4)nc3C2)cc1 (configuration not stated),-2,-12%,0%,16%,1,-25%,-3%,3%,15%

# High-throughput results from PubChem.
